Tb hexokinase: blocks Trypanosoma brucei hexokinase 1 activity. recombinant TbHK1, G6PDH-coupled NADH A340. inhibition, % at 10 µM. 220,000 compounds, 0.11% hits. AID 1430;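 active means inhibition of 50% or more in the single-dose primary screen; inactive means inhibition below 50%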
Furin inhibitor: blocks human furin protease activity. AID 463115. 220,000 compounds, 0.061% hits. P09958. inhibition, % at 30 µM. purified furin, fluorogenic substrate cleavage; in the data active means inhibition above about 25%; further: inactives centre near -15
Runt-SMMHC FRET: blocks binding of human RUNX1 Runt domain to CBFb-SMMHC; Cerulean-Runt/Venus-CBFb-SMMHC FRET ratio 530/480, 1 h; AID 1434; inhibition, % at 20 µM; Q01196+Q13951; 220,000 compounds, 0.74% hits;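 active means mean inhibition across duplicate retests at 20 µM reaching about 50%, limit read from the data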;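 further: 0% = DMSO wells and 100% = wells with excess untagged CBFb-SMMHC; inhibitors lower the FRET ratio by blocking Runt binding to CBFb-SMMHC; some results filed as inactive read as strong as hits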
Target sequence (Q01196 whole entry, looked up, the tested form may be a part): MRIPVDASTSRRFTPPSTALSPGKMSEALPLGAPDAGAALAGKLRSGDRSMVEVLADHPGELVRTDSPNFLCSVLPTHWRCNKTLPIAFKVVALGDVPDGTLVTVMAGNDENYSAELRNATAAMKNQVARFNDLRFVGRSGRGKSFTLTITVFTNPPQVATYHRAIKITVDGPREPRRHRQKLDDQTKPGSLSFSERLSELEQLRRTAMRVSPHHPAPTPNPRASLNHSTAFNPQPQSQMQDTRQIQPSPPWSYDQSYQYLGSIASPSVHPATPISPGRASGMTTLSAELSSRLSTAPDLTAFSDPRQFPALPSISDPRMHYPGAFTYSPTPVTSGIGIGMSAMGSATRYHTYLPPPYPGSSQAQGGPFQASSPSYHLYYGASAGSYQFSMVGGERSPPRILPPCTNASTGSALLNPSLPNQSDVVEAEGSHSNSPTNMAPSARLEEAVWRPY
Target sequence (Q13951 whole entry, looked up, the tested form may be a part): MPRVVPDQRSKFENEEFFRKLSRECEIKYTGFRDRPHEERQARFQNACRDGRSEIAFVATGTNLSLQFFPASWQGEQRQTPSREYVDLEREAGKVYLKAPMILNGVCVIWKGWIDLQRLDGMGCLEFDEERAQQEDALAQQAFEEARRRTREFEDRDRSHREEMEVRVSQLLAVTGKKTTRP
Runt-CBFb FRET: blocks binding of human RUNX1 Runt domain to CBFb; inhibition, % at 20 µM; AID 1496; Cerulean-Runt/Venus-CBFb FRET ratio 530/480, 1 h; 220,000 compounds, 0.46% hits; Q01196+Q13951;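 active means inhibition over about 50% at 20 µM in the single-dose screen, limit read from the data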;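 further: 0% = DMSO wells and 100% = excess unlabeled CBFb competitor control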
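System: Cerulean-labeled Runt domain protein | Quantity: 100 nM of each labeled protein | Schedule: 1 h compound exposure, room temperature | Detection: Fluorescence energy transfer, 422 nm excitation, 530/480 nm emission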
p97 ATPase inh: human p97 ATPase inhibition. 220,000 compounds, 0.42% hits. inhibition, % at 8 µM. recombinant p97 ATPase, Kinase-Glo ATP luminescence, 3 h; in the data active means inhibition above about 15%;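 further: 0% = DMSO vehicle and 100% = wells lacking enzyme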
EBV gp42 block: blocks Epstein-Barr virus glycoprotein 42 binding | AID 1085 | Fluorescence polarization binding assay, mP read-out | inhibition, % (tested at 21.74 µM) | 220,000 compounds, 0.42% hits; in the data active means inhibition above about 50%
Target sequence (Q1HVG2 whole entry, looked up): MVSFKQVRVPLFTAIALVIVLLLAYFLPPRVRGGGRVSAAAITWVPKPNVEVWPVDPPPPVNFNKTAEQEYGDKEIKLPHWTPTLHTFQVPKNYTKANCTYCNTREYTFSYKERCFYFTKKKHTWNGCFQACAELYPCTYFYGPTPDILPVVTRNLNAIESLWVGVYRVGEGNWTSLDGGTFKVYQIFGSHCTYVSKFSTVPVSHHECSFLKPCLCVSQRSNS
NCF1 inh: inhibitors of human p47phox binding; inhibition, % at 24.7 µM; 220,000 compounds, 0.53% hits; P14598; p47phox/p22phox peptide binding, fluorescence polarization, 2 h;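 active means inhibition above about 30%, limit read from the data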;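 further: 0% = p47phox with labelled peptide and 100% = labelled peptide alone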
m-calpain inh: calpain II (pig) inhibition | 220,000 compounds, 0.37% hits | inhibition, % at 16 µM | AID 1236 | purified calpain II, fluorogenic peptide substrate, 30 min;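 active means inhibition above about 50%, limit read from the data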
RBBP9 inhibitor: human RBBP9 hydrolase inhibition; inhibition, % at 7.94 µM; recombinant RBBP9, FP-Rh probe fluorescence polarization; 220,000 compounds, 0.2% hits; O75884;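 active means inhibition above the campaign mean of all tested compounds plus 3 SD, cut at about 14% in these data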;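 further: plate controls were DMSO wells with RBBP9 for no effect and wells lacking RBBP9 protein for full effect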
Target sequence (O75884 whole entry, looked up): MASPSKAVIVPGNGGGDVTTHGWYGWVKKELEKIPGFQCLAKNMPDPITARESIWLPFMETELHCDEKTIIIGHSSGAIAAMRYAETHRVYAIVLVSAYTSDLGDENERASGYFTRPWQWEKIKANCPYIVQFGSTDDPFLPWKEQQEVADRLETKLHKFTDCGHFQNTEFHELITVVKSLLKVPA
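Assay system: recombinant human RBBP9; Reagent: Serine-hydrolase probe FP-Rh, 375 nM pre-mixing; Doses: 7.94 µM single dose, 0.794% DMSO; Incubation: 30 min then 45 min, 25 °C; Detection: fluorescence polarization (mP), excitation 525 nm, emission 598 nm; Evaluation: percent inhibition from mP, scaled between DMSO and no-protein wells.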
* = called active by the depositor; nt = not tested or not shown; [ ] = another dose, or the depositor's remark.

Value order – Tb hexokinase	Furin inhibitor	Runt-SMMHC FRET	Runt-CBFb FRET	p97 ATPase inh	EBV gp42 block	NCF1 inh	m-calpain inh	RBBP9 inhibitor
- COCCCNC(=O)CN1C(=O)/C(=C/c2ccccc2C)Sc2ccccc21
    -9	-17	1	0	-1	-6	-11	-11	-5
- CC1(C)CC2CC(C)(CN2C(=O)c2ccc([N+](=O)[O-])cc2)C1 (stereo not drawn)
    8	-11	-1	-1	-3	-3	-8	20	-6
- CCOC(=O)c1c(C)nn(-c2ccc(NC(=O)/C=C/C(=O)O)cc2)c1C
    1	-12	-1	2	3	-2	-1	-19	-5
- COc1ccc(-c2cc(C(=O)NCCc3ccccc3)no2)cc1OC
    2	-18[20 µM]	0	2	2	-19	-1	-9	2
- Nc1cccc2c1nnn2C1OC(CO)C(O)C(O)C1O (stereo not drawn)
    -11	-19	2	3	4	-10	-11	-42	3
- O=C(Oc1cccc2cccnc12)c1ccc(N2C(=O)C3C4CCC(C4)C3C2=O)cc1 (stereo not drawn)
    29	-10	-2	-1	0	-14	0	15	0
- COc1ccc(CNC(=O)C/C(C)=N/NC(=O)COc2cccc(C)c2)cc1
    -1	-25	-3	-1	0	-9	-9	-3	0
- CCOC(=O)c1[nH]c2ccc(Cl)cc2c1NC(=O)c1nonc1C
    -4	-16[20 µM]	3	-1	1	-19	-17	-42	-3
- COC(=O)/C(=C/Nc1ccc(O)cc1)[N+](=O)[O-]
    -29	-18[20 µM]	0	16	7	-14	-9	-12	38*
- CC(N=C1CC(C)(C)CC(=O)/C1=C(/O)CCCN1C(=O)c2ccccc2C1=O)C(=O)O (stereo not drawn)
    0	-27	-1	2	0	-10	-9	-2	-5
- c1ccc(CSc2ccc3nnc(-c4cccnc4)n3n2)cc1
    -3	-30	-2	1	3	-10	-7	6	-4
- CCN(CC)c1ccc(/C=N/NC(=O)c2ccc(Br)o2)cc1
    -24	-14	-14	-6	-2	-7	3	20	-5
- O=C(NCc1ccccc1)c1cccc(COc2ccc(Cl)cc2)c1
    0	-4[20 µM]	0	1	4	-3	0	22	-12
- CCCCCC1CCC(c2ccc(C(N)=O)cc2)CC1 (stereo not drawn)
    -4	-11[20 µM]	4	-1	2	-3	-8	9	-6
- COc1ccccc1NC(=O)Nc1ccc(C(=O)N2CCCCC2)cc1
    -6	-15	0	0	-21	-16	-17	2	-1
- O=C(NNC(=O)c1ccccc1[N+](=O)[O-])c1ccccc1[N+](=O)[O-]
    -6	-21	-1	5	-1	-9	5	-25	-5
- O=C(Nc1ccccc1N1CCOCC1)c1ccc(Br)o1
    -6	-15[20 µM]	0	0	-1	-7	2	-19	-6
- O=c1cc(O)c2ccc(O)cc2o1
    -9	-29	-4	-1	13	5	-26	-16	1
- O=C(CCl)N(c1ccccc1)C1CCCCC1
    -1	-31	2	-1	5	-14	-6	-8	-1
- COCc1nc2ccccc2n1Cc1ccc(Br)cc1
    6	-17[20 µM]	0	0	-6	3	-16	57*	-7

In another format: three of the compounds above
Tb hexokinase	Furin inhibitor	Runt-SMMHC FRET	Runt-CBFb FRET	p97 ATPase inh	EBV gp42 block	NCF1 inh	m-calpain inh	RBBP9 inhibitor	Compound
-9	-29	-4	-1	13	5	-26	-16	1	O=c1cc(O)c2ccc(O)cc2o1
-1	-31	2	-1	5	-14	-6	-8	-1	O=C(CCl)N(c1ccccc1)C1CCCCC1
6	-17[20 µM]	0	0	-6	3	-16	57*	-7	COCc1nc2ccccc2n1Cc1ccc(Br)cc1

(list continues)
Value order – Tb hexokinase	Furin inhibitor	Runt-SMMHC FRET	Runt-CBFb FRET	p97 ATPase inh	EBV gp42 block	NCF1 inh	m-calpain inh	RBBP9 inhibitor
- CCOC(=O)C1=C(CSCC(=O)OC)NC(=O)NC1c1cc(C)ccc1C (stereo not drawn)
    -7	-4[20 µM]	2	-1	-7	2	-1	16	-11
- Cc1cc(NC(=O)CSc2cc(Cl)ccc2Cl)n(-c2ccccc2)n1
    1	-5	-6	-1	1	-3	-11	7	-8
- O=C(OCCN1CCOCC1)c1ccc2c(c1)OCCO2
    -3	-9[20 µM]	1	-1	-3	-13	-15	-8	-1
- COc1ccc(CN=Cc2[nH]c3ccc(Br)c(Cl)c3c2O)cc1
    0	-14[20 µM]	3	1	9	-35	-2	-18	-4
- NS(=O)(=O)c1ccc(NC(=S)NC(=O)c2ccc(-c3ccccc3)cc2)cc1
    -16	-5	-15	0	6	5	-7	-87	-6
- Cc1cc(=O)n2nc(N3CCC(C(=O)NCCc4ccccc4)CC3)sc2n1
    6	9	-2	-1	-7	-2	-9	1	-18
- CC(C)(C)c1ccc(OCC(=O)NN2Cc3ccccc3C2=N)cc1
    -1	-30	0	0	-1	-3	26	11	-6
- COC(=O)COc1ccc(S(=O)(=O)Nc2cc(OC)ccc2OC)cc1
    -4	-25[20 µM]	-5	2	4	-10	13	17	-3
- CCCCOc1ccc(C(=O)NCc2ccco2)cc1
    5	-11	-1	-2	-5	-24	-20	13	-15
- CC1C2NC(=O)N(Cc3ccccc3)C1(C)Oc1ccccc12 (stereo not drawn)
    0	-16	1	0	-3	2	-5	0	-6
- CC(=O)N1C(C(=O)O)CSC1c1ccc(C)cc1 (stereo not drawn)
    -6	-17	-4	1	nt	-11	-4	-35	nt
- COC(=O)c1ccccc1OCCOc1ccccc1C(=O)OC
    -11	-16[20 µM]	-2	nt	-1	-10	-5	-1	-4
- CC(C)c1nnc(NC(=O)Cc2cccs2)s1
    1	-10	3	-2	-1	-9	-2	0	1
- Cc1ccc(S(=O)(=O)N2CCOCC2)cc1C(=O)Nc1cccc(S(=O)(=O)N2CCCC2)c1
    -2	-24	1	0	4	-6	1	-17	-12
- c1ccc(-c2nnc(SCc3nc4ccccc4[nH]3)n2Cc2ccco2)cc1
    -3	-16[20 µM]	5	9	4	-1	-17	2	-3
- O=C(CN1CCN(c2cccc(Cl)c2)CC1)N1CCCC1
    5	-11[20 µM]	2	1	0	-13	-14	-7	7
- CS(=O)(=O)c1ccc(Cl)c(NC(=O)C2CC(=O)N(Cc3ccccc3)C2)c1 (stereo not drawn)
    6	-33	-1	-1	3	-18	-3	0	-10
- CC(=O)C(=Cc1ccc(C(=O)O)cc1)C(C)=O
    -3	-26	-4	2	7	19	8	10	-6
- O=C(/C=C/c1ccccc1)NCCc1nc2ccccc2[nH]1
    -6	-21	4	-2	6	-5	-2	-4	-4
- Cc1cc(C)nc(NC(=O)c2c(-c3ccccc3Cl)noc2C)c1
    -4	-29	-1	-1	-1	1	5	8	-9
- CCOC(=O)NCN1C(=O)C2C3C=CC(C3)C2C1=O (stereo not drawn)
    6	5[20 µM]	-4	-3	-3	-6	-2	-15	1
- CCOC(=O)c1c(C)[nH]c(C)c1C(=O)CSc1nnc(N)s1
    6	-12	-3	-3	-3	-11	-12	21	-16
- NC(=O)c1ccccc1NS(=O)(=O)Cc1ccccc1
    -3	-16	0	0	-1	-5	-2	-261	-7
- CCC(=O)NC(=S)Nc1ccc(NC(=O)COc2ccc([N+](=O)[O-])cc2)cc1
    -7	-12	1	-1	2	0	-30	5	-6
- CN(C)/C=C(\C#N)C(=O)N/N=C/c1ccc(F)cc1
    -15	-24	2	0	1	-9	-2	-18	-4
- COc1cc(C2CC(=O)c3c([nH]c(C(=O)OCCOC(C)C)c3C)C2)cc(OC)c1OC (stereo not drawn)
    -6	-17	1	-5	-3	-15	8	-1	-4
- NC1=NC(c2ccc(Cl)cc2)N(c2ccc(S(N)(=O)=O)cc2)C(N)=N1 (stereo not drawn)
    -3	-11	-10	0	9	6	2	12	2
- CCS(=O)(=O)N1CCC(NC(=O)c2cc(OC)cc(OC)c2)CC1
    -2	-3[20 µM]	2	1	-5	-16	-11	5	-13
- CCOc1ccc(NCc2cc3c(C(C)(C)C)nn(-c4ccccc4)c3[nH]c2=O)cc1
    -17	-18[20 µM]	-30	-23	3	-12	-3	-40	-7
- COc1ccc(-c2nc(C=O)cs2)cc1
    -7	-18	1	-1	3	-4	-12	5	6
- COc1ccc(C2CC(c3ccccc3)n3nnnc3N2)cc1 (stereo not drawn)
    -6	-16[20 µM]	-4	6	1	-2	-9	27	-8
- COc1cc(NC(=O)c2cccs2)c(C(=O)OCC(=O)NCc2ccco2)cc1OC
    -15	-16	-1	5	3	-23	-27	-354	-13
- O=C(Cn1c2c(c(=O)n3ncnc13)CCC2)N/N=C/c1ccc(Cl)cc1
    -9	-13	0	3	3	-14	-10	-17	-1
- Cc1ccc(-c2onc3ccc(C4OCCO4)cc23)cc1
    -8	-25	-3	-1	2	-6	-11	-13	-1
- CSc1nnc([C@H](C)NC(=O)OC(C)(C)C)o1
    0	-31	1	1	3	7	-9	-32	-7
- O=C(CNS(=O)(=O)c1ccc(F)cc1)N1CCN(c2ccc(F)cc2)CC1
    3	-10[20 µM]	-1	0	0	-8	-8	-11	-4
- CCc1sc(-c2c(C#N)c(N)nc3c2CCCCCC3)cc1[N+](=O)[O-]
    -3	-19[20 µM]	-4	-6	0	-2	-4	-31	-2
- COCCN=C1NN=C(c2ccc(NC(C)=O)cc2)CS1
    -5	-20	6	18	-1	-6	-6	-30	9
- COc1cc2c(cc1OC)C(c1ccccc1)N(C(=O)CSCC(=O)O)CC2 (stereo not drawn)
    -4	-16	-5	0	-2	-5	-14	-34	-12
- Cc1ccccc1CSc1nnc(Cn2c(=O)sc3ccccc32)n1C
    -2	-29	2	2	3	-17	-2	-1	-4

Structures above that contain a thiophene ring, fused or not, in the order listed:
Value order – Tb hexokinase	Furin inhibitor	Runt-SMMHC FRET	Runt-CBFb FRET	p97 ATPase inh	EBV gp42 block	NCF1 inh	m-calpain inh	RBBP9 inhibitor
- CC(C)c1nnc(NC(=O)Cc2cccs2)s1
    1	-10	3	-2	-1	-9	-2	0	1
- COc1cc(NC(=O)c2cccs2)c(C(=O)OCC(=O)NCc2ccco2)cc1OC
    -15	-16	-1	5	3	-23	-27	-354	-13
- CCc1sc(-c2c(C#N)c(N)nc3c2CCCCCC3)cc1[N+](=O)[O-]
    -3	-19[20 µM]	-4	-6	0	-2	-4	-31	-2

Next section
Value order – Tb hexokinase	Furin inhibitor	Runt-SMMHC FRET	Runt-CBFb FRET	p97 ATPase inh	EBV gp42 block	NCF1 inh	m-calpain inh	RBBP9 inhibitor
- Cc1ccc(OCC(=O)Nc2cc(S(=O)(=O)N3CCOCC3)ccc2Cl)c([N+](=O)[O-])n1
    -5	-33	-2	1	2	-8	-13	-20	-1
- CC(C)(C)c1ccc(C(=O)N/C(=C/c2cccs2)C(=O)NCc2ccco2)cc1
    -5	-14	1	-1	3	-9	-4	-13	3
- COc1cc(C(=O)c2cocc2C(=O)c2ccc3c(c2)OCO3)cc(OC)c1OC
    -21	-7	0	-1	-3	-15	-6	4	-8
- O=C(CSc1nnc2ccccn12)Nc1ccccc1C(=O)NC1CC1
    38	-11	-10	-3	1	-11	-20	-2	9
- COc1ccc(NC(=O)COC(=O)/C=C/c2ccccc2[N+](=O)[O-])cc1OC
    0	-11	3	1	3	-18	-7	-2	1
- CC1CCCC(NC(=O)C2CCN(S(=O)(=O)N3CCC4(CC3)OCCO4)CC2)C1C (stereo not drawn)
    -4	-17	0	-1	-1	-12	-10	-13	-6
- COC(=O)c1ccc(CSc2nc3ccccc3c(=O)n2Cc2ccco2)o1
    -2	-17[20 µM]	6	-2	-4	1	-6	21	-7
- COc1cc(Br)cc2cc(C(=O)N3CCN(c4ccccn4)CC3)c(=O)oc12
    -9	-16[20 µM]	-8	1	0	1	-8	-31	-1
- O=C(c1cccc(C(F)(F)F)c1)C1CCCN(C(=O)CCCn2cncn2)C1 (stereo not drawn)
    -6	-24	-2	-1	2	-17	-5	-9	5
